Rat MKP-3 inhibitors – MKP-3 phosphatase inhibitors, primary screen, biochemical, rat enzyme, in vitro (AID 425). 0.17% of 110,000 active. inhibition, % at 20 µM, or IC50 in µM where a hit was titrated. recombinant MKP-3 phosphatase activity, fluorescence; higher % means a stronger effect; in the data active means inhibition above about 50%;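 further: plate controls were vehicle for no effect and reference inhibitor for full effect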
Hsp70 displacement – Hsp70 inhibitors, probe displacement, primary screen, biochemical, fluorescence polarization (AID 583) | Heat shock 70 kDa protein 1A (Homo sapiens) | displacement, % at 20 µM, or IC50 in µM where a hit was titrated | Hsp70 fluorescence polarization probe displacement, mP; higher % means a stronger effect | 0.06% of 140,000 active; in the data active means displacement above about 50%;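 further: plate controls were vehicle for no effect and reference ligand for full effect; a part of the inactive calls stands beside numbers as strong as those of hits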
* marks the source's active call; other numbers are inactive results; . = not tested or not shown; & = joins results of further samples.

The opening 3 compounds, ahead of the listing:
| Molecule | Rat MKP-3 inhibitors | Hsp70 displacement |
| --- | --- | --- |
| COc1ccc2c(c1)CC(C1(O)C(=O)N(C)c3ccccc31)C2=O (stereo not given) | -12%&1% | 3.3%&-0.1% |
| COc1ccccc1Nc1ncc(F)c(N2CCOCC2)n1 | 3% | 3.6% |
| CC(C)Oc1cccc(C(=O)Nc2ccccc2N2CCOCC2)c1 | -10% | -2.0% |

The whole of this part, previewed entries included:
| Molecule | Rat MKP-3 inhibitors | Hsp70 displacement |
| --- | --- | --- |
| COc1ccc2c(c1)CC(C1(O)C(=O)N(C)c3ccccc31)C2=O (stereo not given) | -12%&1% | 3.3%&-0.1% |
| COc1ccccc1Nc1ncc(F)c(N2CCOCC2)n1 | 3% | 3.6% |
| CC(C)Oc1cccc(C(=O)Nc2ccccc2N2CCOCC2)c1 | -10% | -2.0% |
| COc1ccc(-n2nnnc2SCC(=O)c2ccc(OC)c(OC)c2)cc1 | -4% | -2.8% |
| CCOc1ccc(C(=O)N2CCOCC2)cc1 | 0% | -0.6% |
| O=C(NC1CS(=O)(=O)CC1NCc1ccco1)c1ccccc1 (stereo not given) | -3% | -0.3% |
| COc1ccc(OC)c(C(=O)CSc2nc3ncccc3[nH]2)c1 | -10% | 1.0% |
| C=CCc1cccc2cc(C(=O)NCc3cccnc3)c(=O)oc12 | 0% | 2.2% |
| CC(=O)Nc1ccc(NC(=O)C2CCCN(c3ncccn3)C2)cc1 (stereo not given) | . | -3.2% |
| CC(NC(=O)NCC1CCCO1)(C(F)(F)F)C(F)(F)F (stereo not given) | -4% | 0.3% |
| CCOc1ccc(-c2nc(=S)[nH][nH]2)cc1 | 0% | 5.7% |
| CC(=O)Nc1ccc(S(=O)(=O)/N=C2\C=CC(=O)c3ccccc32)cc1 | 111%* | 8.9% |
| CCOC(=O)Nc1nc(C)c(C(C)=O)s1 | 3% | -1.6% |
| CC(C)c1ccc(C2C(C#N)=C(N)N3C(=C2C#N)Sc2ccccc23)cc1 (stereo not given) | . | -33% |
| O=C1NC(=S)S/C1=C/c1ccc(OCc2ccc(Cl)cc2)cc1 | -2% | 6.6% |
| Cc1ccc(-n2c(-c3cccnc3)n[nH]c2=S)c(C)c1 | . | -3.4% |
| Cc1nnsc1NC(=O)OCC(C)C | -8% | 2.4% |
| COC(=O)c1ccccc1NC(=O)c1ccc(CN(c2ccccc2)S(C)(=O)=O)cc1 | 2% | -3.6% |
| COC(=O)c1cn(-c2ccccc2)nc1C(=O)OC | -6% | . |
| O=C(C1CCCO1)N1CCN(c2cccc(Cl)c2)CC1 (stereo not given) | 0% | 6.0% |
| COc1ccc(/C=N/NC(=O)c2ccccn2)cc1Cl | 1% | -1.0% |
| Cc1ccc(Nc2cc(C)nc(-c3ccccc3O)n2)cc1 | . | 4.5% |
| CCOC(=O)C(=CNc1ccccc1C(C)C)C(=O)OCC | 4% | -0.6% |
| Cc1ccc(C(=O)NNC(=O)c2ccccc2C)cc1 | 2% | -0.2% |
| CC(C)c1ccc(/C=C2/C(=O)NN(c3ccc(F)cc3)C2=O)cc1 | 6% | -2.3% |
| CCOC(=O)c1c(C)oc2cc3c(C(=O)OCC)c(C)oc3cc12 | . | -2.3% |
| CN(c1ccc(O)cc1)c1nc(-c2ccccc2)cs1 | -1% | . |
| CN(C(=O)c1cccc(C#N)c1)c1nnc(-c2ccncc2)s1 | -20% | 4.6% |
| CC(=O)OC1=Cc2c(ccc3ccc(=O)oc23)OC1(C)C | . | 3.6% |
| Cc1ccccc1NC(=O)c1c(NC(=O)Cc2ccccc2)sc2c1CCCCC2 | -2% | 3.8% |
| COC(=O)Cc1c(C)nc2nc(-c3ccco3)[nH]n2c1=O | -6% | -1.3% |
| COc1ccc(-c2cc(C(F)F)n3ncc(C(=O)N4CCN(C)CC4)c3n2)cc1 | . | 8.9% |
| O=C(Nc1ccc(F)cc1F)N1CCN(C/C=C/c2ccccc2)CC1 | -7% | 4.8% |
| CN(C)c1ccc(C(=O)NCc2ccc(S(N)(=O)=O)cc2)cc1 | 2% | 2.9% |
| CCC(=O)Nc1c2c(nn1-c1ccc(OC)cc1)CS(=O)C2 (stereo not given) | -2% | . |
| CCOC(=O)C1=C(C)N=c2s/c(=C\c3ccc(OC)cc3)c(=O)n2C1/C=C/c1ccccc1 (stereo not given) | 1% | 1.7% |
| C=CCN1CCN(C(CC(C)C)c2nnnn2CCOC)CC1 (stereo not given) | -14% | 8.8% |
| COC(=O)COc1cccc(-n2cnnn2)c1 | -11% | 1.1% |
| NC(=O)c1cc(NS(=O)(=O)c2ccc(F)cc2)ccc1Cl | 4% | 0.3% |
| Cc1ccc2c(CNCc3ccco3)cc(=O)oc2c1 | -4% | 3.4% |
| CC(=O)Nc1c(Cl)n(C(C)=O)c2ccccc12 | -1% | 5.8% |
| CC1(C)CC(OC(=O)/C=C\C(=O)OC2CC(C)(C)NC(C)(C)C2)CC(C)(C)N1 | 0% | 2.1% |
| O=C(CSc1nn(-c2ccc(Cl)cc2)c(=S)s1)N1CCN(C(=O)c2ccco2)CC1 | 2% | -2.5% |
| Cc1nc(-c2ccc(NS(C)(=O)=O)cc2)cs1 | -6% | . |
| CCC(Sc1nncn1C)C(=O)Nc1nnc(-c2ccc(Cl)cc2)s1 (stereo not given) | -11% | 4.2% |
| Cc1ccnc(SCCn2c(N3CCC(C)CC3)nc3c2c(=O)n(C)c(=O)n3C)n1 | . | 0.4% |
| Cc1ccc(C)c(NC(=O)CN(C)S(=O)(=O)c2ccc(F)cc2)c1 | 7% | -2.3% |
| O=C(N/N=C/c1c(Sc2ccccn2)nc2ccccn2c1=O)c1ccccc1 | 0% | 1.6% |
| O=c1oc2cc(OC/C=C/c3ccccc3)ccc2c2ccccc12 | 4% | -0.5% |
| Cc1nc(C)n(C(C)CC(=O)O)n1 (stereo not given) | 0% | 1.1% |
| Cc1ccc(NC(=O)CN(C)C(=O)CSc2nc3ccccc3o2)cc1 | . | 4.0% |
| COc1ccc(C(=O)OCCN2CCOCC2)cc1OC | 3% | -3.0% |
| Cc1ccc(-c2csc(Nc3ccc(O)cc3)n2)c(C)c1 | 2% | 1.6% |
| CCCn1c(=O)c(C(=O)NCc2cccnc2)c(O)c2ccccc21 | -6% | 3.0% |
| Cc1ccc2c(c1)N(CC(=O)N1CCCCCC1)C(=O)CO2 | -17% | 0.9% |
| CCOc1ccc(-c2nc3cc(NC(=O)c4ccccc4F)ccc3o2)cc1 | 5% | -5.5% |

New compounds follow:
| Molecule | Rat MKP-3 inhibitors | Hsp70 displacement |
| --- | --- | --- |
| CCC(=O)Nn1c(C)nnc1C | 0% | -6.6% |
| CC(=O)c1cccc(NC(=O)c2cc(S(=O)(=O)N3CCOCC3)ccc2Cl)c1 | -2% | 0.9% |
| COc1ccccc1Nc1nc(N)nc(CN2CCOCC2)n1 | -3% | 0.8% |
| O=C(NC(=S)Nc1ccc(N2CCCCC2)c(Cl)c1)c1ccco1 | -1% | -2.4% |
| NC(=O)c1cccc(S(=O)(=O)N2CC(c3ccccc3)CC2=O)c1 (stereo not given) | 3% | 1.7% |
| Cn1c(C(=O)O)c(CC(=O)N2CCC(Cc3ccccc3)CC2)c2ccccc21 | . | 1.3% |
| Cc1ccc(C2=NOC(=O)/C2=C\C=C\c2ccccc2)cc1 | -3% | -3.9% |
| Cn1c(SCCC(=O)O)nnc1-c1ccncc1 | . | -1.6% |

Rat MKP-3 inhibitors: hit marks shown above
| Molecule | Rat MKP-3 inhibitors | Hsp70 displacement |
| --- | --- | --- |
| CC(=O)Nc1ccc(S(=O)(=O)/N=C2\C=CC(=O)c3ccccc32)cc1 | 111%* | 8.9% |

Next section
| Molecule | Rat MKP-3 inhibitors | Hsp70 displacement |
| --- | --- | --- |
| CC1CCCCC12NC(=O)N(Cn1nnc3ccccc3c1=O)C2=O (stereo not given) | 1% | -4.4% |
| Cc1ccc2cc(C3=C/C(=C/c4ccccn4)C(=O)O3)ccc2c1 | 3% | -11% |
| CCCCCCOc1ccc(OCC(O)CN2C(=O)NC(C)(C)C2=O)cc1 (stereo not given) | 2% | 1.3% |
| COc1ccc(C2C3=C(CC(C)(C)CC3=O)Nc3c2c(=O)[nH]c(=O)n3Cc2ccccc2)cc1OC (stereo not given) | -1% | -1.1% |
| COc1cccc(C2C3(C#N)C(N)=NC(OC)(OC)C23C#N)c1 (stereo not given) | . | 0.4% |
| O=C(Nc1cccc2ccccc12)C1(c2ccccc2)CCOCC1 | -3% | -1.2% |
| CCOC(=O)c1c(NC(=O)C2C(C=C(Cl)Cl)C2(C)C)sc2c1CCCC2 (stereo not given) | 0% | -7.2% |
| Cc1ccc(C)c(-n2c(SCC(N)=O)nnc2-c2ccccn2)c1 | 1% | -1.0% |

A second format for two compounds above.
Rat MKP-3 inhibitors	Hsp70 displacement	structure
-1%	-1.1%	COc1ccc(C2C3=C(CC(C)(C)CC3=O)Nc3c2c(=O)[nH]c(=O)n3Cc2ccccc2)cc1OC (stereo not given)
.	0.4%	COc1cccc(C2C3(C#N)C(N)=NC(OC)(OC)C23C#N)c1 (stereo not given)

Next records follow:
| Molecule | Rat MKP-3 inhibitors | Hsp70 displacement |
| --- | --- | --- |
| Cc1ccc2[nH]c(C)c(CC(=O)O)c2c1 | . | -2.6% |
| CS(=O)(=O)N(CC(=O)NCc1cccnc1)c1ccc(Oc2ccccc2)cc1 | 0% | 1.3% |
| COC(=O)C1=C(C)NC2=C(C(=O)c3ccccc32)C1c1ccc(OCc2ccc(F)cc2)c(Cl)c1 (stereo not given) | -1% | -1.0% |
| CCOc1ccc(NC(=O)c2cccc(C(F)(F)F)c2)c([N+](=O)[O-])c1 | 2% | -5.3% |
| COc1cccc(C2=NOC(C(=O)NCc3ccccc3)C2)c1 (stereo not given) | -1% | 0.6% |
| c1ccc(CN2C3=NCCCN3c3ccccc32)cc1 | -3% | 1.0% |
| CC(=O)c1c(C)[nH]c(C(=O)COc2cc(C)cc(C)c2)c1C | . | 2.2% |
| O=C(COc1ccc(Cl)cc1)N1CCN(C(=O)COc2ccc3ccccc3c2)CC1 | 4% | -1.1% |
| CCOc1ccc(OCC)c(NC(=O)CN2CCN(c3cccc(C)c3)CC2)c1 | -7% | 1.1% |
| COc1ccc(Nc2cc(C)nc3c(C)cccc23)cc1 | 6% | 0.3% |
| COCCNC(=O)c1c(N)n(-c2ccccc2)c2nc3ccccc3nc12 | . | -5.1% |
| CCc1ccc(OCC(=O)Nc2ccc(S(=O)(=O)N3CCCC3)cc2)c(Br)c1 | . | 0.3% |
| CCNc1nc(NC(C)C)nc(NS(=O)(=O)c2ccc(Cl)cc2)n1 | 8% | 0.6% |
| Cc1coc(C)c1C(=O)CC1(O)C(=O)N(CCc2ccccc2)c2ccccc21 (stereo not given) | 4% | 1.2% |
| COc1ccc(-c2nn(-c3ccccc3)cc2/C=c2\sc3nc(-c4ccc(C)cc4)nn3c2=O)cc1 | 4% | 2.5% |
| COC(=O)c1ccc(NC(=O)c2ccc(F)cc2)cc1 | -3% | 2.0% |
| COc1ccc(CNC(=O)CSc2ncnc3nc[nH]c23)cc1 | 2% | 0.6% |
| c1ccc2c(c1)nnn2Cc1nnc2sc(-c3ccc4c(c3)OCCO4)nn12 | -12% | 0.3% |
| COCCNC(=O)c1ccc(Cl)c([N+](=O)[O-])c1 | 1% | 2.0% |
| COc1ccc(/C=C2\C(=O)NC(=O)N(c3ccc(Cl)cc3)C2=O)cc1C | 2% | 0.5% |
| O=C(CSc1ccccn1)N1CCN(c2cccc(Cl)c2)CC1 | . | -8.0% |
| CC(=NCCc1ccccc1)C1=C(O)COC1=O | -9% | 2.5% |
| Clc1ccc2nc(CN3CCCCCC3)cn2c1 | . | 4.0% |
| O=C(Cn1c(C(=O)NCCCN2CCOCC2)cc2sccc21)c1ccccc1 | -4% | -6.8% |
| CN1CCN(CCCNC(=O)c2ccc3c(c2)N(Cc2ccccc2)CCS3)CC1 | 3% | -1.7% |
| COc1cccc(/C=C2\SC(=S)N(CC(=O)NNC(=O)c3ccccc3OC)C2=O)c1 | 1% | -3.5% |
| COCCN1C(=O)c2oc3ccccc3c(=O)c2C1c1cccc(O)c1 (stereo not given) | -13% | 1.0% |
| CCCc1[nH]nc2c1C(/C(C)=C/c1ccccc1)C(C#N)=C(N)O2 (stereo not given) | -4% | 6.8% |
| CC(=O)N1C(=O)C(=C2C=C(C)OC(C)=C2)c2ccccc21 | -1% | -115% |
| CC(C)CCn1c(S(=O)(=O)O)nc2ccccc21 | . | 2.7% |
| COc1c(S(=O)(=O)N2CCN(c3ccc(F)cc3)CC2)ccc(Cl)c1Cl | . | 0.4% |
| O=C(CCN1C(=O)C2C3C=CC(C3)C2C1=O)Nc1ccc2ncccc2c1 (stereo not given) | . | 1.1% |
| COc1cc2c(C(=O)O)c(C)n(C)c2c2ccccc12 | 2% | -3.1% |
| O=C(Oc1cc(-c2ccccc2)c2oc(=O)sc2c1)c1ccccc1 | 0% | 3.9% |
| COc1ccc(N(CC(=O)N/N=C/c2ccco2)S(=O)(=O)c2ccccc2)cc1 | 0% | -0.2% |
| CCC(Sc1nccn1C)C(=O)Nc1cccc2ccccc12 (stereo not given) | -10% | -3.0% |
| COC(=O)c1ccc(NC(=O)CSc2ccccn2)cc1 | . | 4.6% |
| CC(C)N1CCc2c(sc(NC(=O)c3ccc(S(=O)(=O)N4CCOCC4)cc3)c2C(N)=O)C1 | -6% | -16% |
| COc1cc(/C=C(/C(=O)c2cccs2)c2nc3ccccc3[nH]2)cc(OC)c1O | . | 0.2% |
| Cc1onc(-c2ccccc2)c1C(=O)N1CCCc2ccccc21 | -6% | -0.7% |
| CCN(CC)S(=O)(=O)N1CCC(C(=O)NC2CCCC2)CC1 | -5% | -4.7% |
| Cc1ccc(C(C(=O)NC(C)(C)C)N(Cc2cccs2)C(=O)c2csnn2)cc1 (stereo not given) | . | 3.9% |
| CCOc1cc(OCC)cc(C(=O)Nc2ccc(NC(=O)c3ccco3)c(OC)c2)c1 | 4% | -3.2% |

Compound activity as filed in PubChem BioAssay.

Only part of the results is shown (hit frequency here may not be typical).
